Epigenetic reg = derepresses silenced GFP reporter in murine cells. hit rate 0.2% among 280,000. murine LDR cells, GFP reporter derepression, 30 h. Potency, µM (highest dose often 53.9 µM), inactives show top-dose GFP activation, actives largely listed as activators; active = well fitted activation curve with a large enough effect; inconclusive = small, poorly fitted or top-dose-only effect; also: % of control where 0% means no effect; nearly all actives have a fitted effect of over 60% in size
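Derepression of a silenced CMV-GFP reporter in murine LDR cells is scored by enumerating GFP-positive cells with a laser-scanning microplate cytometer after 30 hours of treatment at 37 C.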
Active calls of the source: *; u = inconclusive. Potency is read from the fitted curve at half-maximal effect. A portion of the library (hit frequency here may not be typical).

no.	Compound	Epigenetic reg
1	Cc1ccc2onc(CNC(=O)N3CCN(c4cccc(C(F)(F)F)c4)CC3)c2c1	1.5%
2	COc1ccc(-c2nc3ccc(C)cn3c2Nc2ccc3c(c2)OCO3)cc1	-1.8%
3	Nc1nonc1-c1nc2ccccc2n1Cc1ccc(Br)cc1	u
4	COc1cc(SC)ccc1C(=O)N1CCn2c3c(c4cc(C)ccc42)CCCC31 (stereo not given)	-1.1%
5	Cc1ccc(S(=O)(=O)N2CCCC2C(=O)Nc2ccc(Br)cc2)cc1 (stereo not given)	-1.9%
6	CCOC(=O)c1c(NC(=O)c2cc(=O)c3c(C)cc(C)cc3o2)sc2c1CCC2	2.7%
7	COCCCNC(=O)c1cn(CCOC)c(=O)c2c1c1ccccc1n2C	-0.9%
8	Cc1cc(Nc2cccc(Br)c2)n2c(nc3ccccc32)c1C#N	2.2%
9	Cc1[nH]c2ccccc2c1C1(O)C(=O)Nc2ccc(Cl)cc21 (stereo not given)	u
10	COCCNc1oc(-c2ccc(OC)cc2)nc1C#N	0.8%
11	O=C(Cc1ccc(NC(=O)N2CCSc3ncccc32)cc1)NCc1ccccc1	7.8%
12	CCc1nc(-c2cc(S(=O)(=O)N3CCN(c4ccc(OC)cc4)CC3)ccc2OC)no1	u
13	COc1ccc(CNC(=O)CCc2nc3cccnc3n2Cc2ccc(OC)cc2)cc1	0.0%
14	COc1cc(C(=O)Nc2nonc2-c2ccc(Cl)cc2)cc(OC)c1OC	-2.4%
15	O=C(CN1C(=O)CC(c2ccco2)Sc2ccccc21)Nc1cccc(C(F)(F)F)c1 (stereo not given)	1.4%
16	CCOc1ccc(NC(=O)CN2C(=O)C(c3ccccc3)=NC23CCC(C)CC3)cc1 (stereo not given)	-3.2%
17	CCOc1ccc(CNC(=O)CSc2cc(=O)n(CC)c3ccccc23)cc1	-1.1%
18	CCn1c2ccccc2c2cc(CN3CCN(Cc4ccccc4Cl)CC3)ccc21	-1.6%
19	COCCn1c(=N)c(C(=O)NC(C)c2ccccc2)cc2c(=O)n3cc(C)ccc3nc21 (stereo not given)	4.7%
20	CC1CCN(S(=O)(=O)c2ccc3c(c2)N(CC(=O)NC(C)C)C(=O)CS3)CC1	0.0%
21	COc1ccc(S(=O)(=O)Nc2cc(-c3cn4ccccc4n3)ccc2C)cc1	7.4%
22	COc1ccc(OC)c(CCNC(=O)c2ccc3[nH]c(C)c(C)c3c2)c1	-1.5%
23	O=C(CN1C(=O)COc2ccc(S(=O)(=O)N3CCOCC3)cc21)N1CCN(c2ccccc2)CC1	-2.5%
24	COc1ccccc1CNC(=O)CSCc1nc(-c2ccc(OC)c(OC)c2)oc1C	-1.1%

Arranged by count of non-hydrogen atoms (falling): some entries from above
no.	Compound	Epigenetic reg
24	COc1ccccc1CNC(=O)CSCc1nc(-c2ccc(OC)c(OC)c2)oc1C	-1.1%
18	CCn1c2ccccc2c2cc(CN3CCN(Cc4ccccc4Cl)CC3)ccc21	-1.6%
17	CCOc1ccc(CNC(=O)CSc2cc(=O)n(CC)c3ccccc23)cc1	-1.1%
22	COc1ccc(OC)c(CCNC(=O)c2ccc3[nH]c(C)c(C)c3c2)c1	-1.5%

Carrying on.
no.	Compound	Epigenetic reg
25	Cc1cc(-c2ccc(C)c(S(=O)(=O)NCCc3ccc(S(N)(=O)=O)cc3)c2)on1	-1.0%
26	CCOc1ccc(-n2c(=O)c3sc4ccccc4c3n(Cc3cccc(C)c3)c2=O)cc1	-1.7%
27	CCOc1ccc(CNC(=O)Cn2nc(C)c3c(C)n(-c4ccc(C)cc4)nc3c2=O)cc1	-1.6%
28	COc1ccc(Cl)cc1NC(=O)c1cc(=O)c2cc(C)cc(C)c2o1	-1.9%
29	Cc1c(C)c2c(cc(C)c3c(-c4ccc(Br)cc4)coc32)oc1=O	4.8%
30	COc1ccc(NC(=O)Cn2c(=O)n(CCc3ccccc3)c(=O)c3sc4ccccc4c32)cc1	12%
31	Cc1ccc(S(=O)(=O)Nc2cccc(-c3cn4cccc(C)c4n3)c2)c(C)c1	0.3%
32	Cc1ccc(C(=O)COC(=O)c2cc(-c3ccc(Cl)cc3)nc3ccccc23)cc1	-0.8%
33	Cc1ccc(CCNC(=O)c2ccc3c(c2)N(Cc2cc(C)ccc2C)C(=O)c2ccccc2S3=O)cc1 (stereo not given)	-1.1%
34	O=C(NCc1ccc(Cl)cc1)c1ccc2c(c1)N(Cc1ccccc1F)C(=O)c1ccccc1S2=O (stereo not given)	1.1%
35	O=C(O)c1ccccc1NC(=O)N1c2ccccc2Sc2ccccc21	-1.6%
36	CCOC(=O)CC(NC(=O)Cn1nnc(-c2ccc(C(F)(F)F)cc2)n1)c1ccccc1Cl (stereo not given)	1.1%
37	CCOCCCNC(=O)c1c(NC(=O)c2cc(=O)c3cc(C)c(C)cc3o2)sc2c1CCC2	u
38	Cc1cc2oc(C(=O)Nc3nc(-c4ccccc4)ns3)c(C)c2cc1Cl	17%
39	O=C(Cn1c(=O)c2ccccc2n(CC(=O)Nc2ccc(F)cc2F)c1=O)NCCc1ccccc1	u
40	CCCc1ccc(OCc2ccc(C(=O)Nc3ccccc3C(=O)OC)o2)cc1	0.8%

Reprinted at random: 7 records from the list
no.	Compound	Epigenetic reg
38	Cc1cc2oc(C(=O)Nc3nc(-c4ccccc4)ns3)c(C)c2cc1Cl	17%
37	CCOCCCNC(=O)c1c(NC(=O)c2cc(=O)c3cc(C)c(C)cc3o2)sc2c1CCC2	u
36	CCOC(=O)CC(NC(=O)Cn1nnc(-c2ccc(C(F)(F)F)cc2)n1)c1ccccc1Cl (stereo not given)	1.1%
34	O=C(NCc1ccc(Cl)cc1)c1ccc2c(c1)N(Cc1ccccc1F)C(=O)c1ccccc1S2=O (stereo not given)	1.1%
40	CCCc1ccc(OCc2ccc(C(=O)Nc3ccccc3C(=O)OC)o2)cc1	0.8%
33	Cc1ccc(CCNC(=O)c2ccc3c(c2)N(Cc2cc(C)ccc2C)C(=O)c2ccccc2S3=O)cc1 (stereo not given)	-1.1%
39	O=C(Cn1c(=O)c2ccccc2n(CC(=O)Nc2ccc(F)cc2F)c1=O)NCCc1ccccc1	u

Remaining list, next part.
no.	Compound	Epigenetic reg
41	O=C(c1ccc2c(c1)N(Cc1ccc(Cl)cc1)C(=O)c1ccccc1S2(=O)=O)N1CCC(Cc2ccccc2)CC1	-0.3%
42	Cc1ccc(N(C)C(=O)Cn2nc(Cc3ccncc3)c3ccccc3c2=O)cc1C	-0.2%
43	COc1ccc(NC(=O)Cn2c(=O)n(-c3ccc(OC)c(OC)c3)c(=O)c3ccccc32)cc1	-1.8%
44	COc1ccc(N2CCN(C(=O)C(CC(C)C)NS(=O)(=O)c3ccc4nc(C)sc4c3)CC2)cc1 (stereo not given)	-0.3%
45	COc1ccc(Br)cc1C1C(C(=O)Nc2ccc(C)cc2C)=C(C)Nc2ncnn21 (stereo not given)	-0.9%
46	Cc1nc2ccc(S(=O)(=O)CCC(=O)Nc3ccc(F)cc3C)cc2s1	-1.6%
47	COc1ccc(CNC(=O)c2ccc3c(c2)N(Cc2ccccc2)C(=O)c2ccccc2S3=O)cc1 (stereo not given)	0.0%
48	O=C(c1c[nH]c2ccc(S(=O)(=O)Nc3ccccc3F)cc2c1=O)N1CCCCCC1	0.0%

Three compounds from above, arranged by the value under Epigenetic reg, descending:
no.	Compound	Epigenetic reg
29	Cc1c(C)c2c(cc(C)c3c(-c4ccc(Br)cc4)coc32)oc1=O	4.8%
40	CCCc1ccc(OCc2ccc(C(=O)Nc3ccccc3C(=O)OC)o2)cc1	0.8%
13	COc1ccc(CNC(=O)CCc2nc3cccnc3n2Cc2ccc(OC)cc2)cc1	0.0%

(list continues)
no.	Compound	Epigenetic reg
49	CCOC(=O)C1=C(CN2CCN(c3ccccc3OC)CC2)NC(=O)NC1c1ccccc1 (stereo not given)	-1.1%
50	O=C(CCCCn1c(=O)c2ccccc2n(CC(=O)Nc2cccc(F)c2)c1=O)NCCc1ccccc1	-1.8%
51	Cc1ccc(CNC(=O)c2ccc(CS(=O)Cc3cccc(Cl)c3)o2)cc1 (stereo not given)	0.7%
52	CC(=O)c1cccc(NS(=O)(=O)c2ccc3c(c2)NC(=O)CC(=O)N3)c1	2.3%
53	Cn1c(=O)c2c(nc(NCCc3ccccc3)n2Cc2ccc(Cl)cc2)n(C)c1=O	4.5%
54	Cc1ccc(-c2nc3ccccn3c2Nc2ccc3c(c2)OCO3)cc1	0.1%
55	O=S(=O)(c1ccc(Br)cc1)c1nnn2c1nc(NCc1cccs1)c1sccc12	17%
56	CCc1ccc(NC(=O)Cn2c(=O)c(-c3ccccc3NC(C)=O)nc3ccccc32)cc1	u
57	CCOC(=O)c1c(NC(=O)C2c3ccccc3Oc3ccccc32)sc2c1CCC(CC)C2 (stereo not given)	0.0%
58	COc1cc(OC)c(NC(=O)CCc2c(C)nc3ncnn3c2C)cc1Cl	3.3%
59	O=C(NCCCO)c1nn(-c2ccc(Cl)cc2)nc1CO	1.9%
60	Cc1ccc(-c2ccc(=O)n(CC(=O)Nc3ccc(C(C)C)cc3)n2)cc1	4.9%
61	C#CCN1C(=O)C(O)(CC(=O)c2ccc(OC)c(OC)c2)c2cc(Br)ccc21 (stereo not given)	4.3%
62	CCOC(=O)c1ccc(N2C(=O)c3n[nH]c(C)c3C2c2ccc(C(C)C)cc2)cc1 (stereo not given)	1.6%
63	CCc1ccc(C(=O)c2cn(CC(=O)Nc3cc(OC)ccc3OC)c3nc(C)ccc3c2=O)cc1	-2.3%
64	Cc1cc(-c2nc3ncccc3o2)ccc1NC(=O)c1ccc(Cl)cc1	14%
65	CCN(Cc1ccccc1)Cc1c(O)ccc2c(=O)c(-c3ccccc3OC)c(C(F)(F)F)oc12	2.2%
66	CCN(CC)S(=O)(=O)c1ccc2c(c1)N(CC(=O)NCCCN1CCN(c3ccccc3F)CC1)C(=O)CO2	-4.2%
67	COc1ccc(NC(=O)C2CCCN(S(=O)(=O)c3ccc4[nH]c(=O)ccc4c3)C2)cc1Cl (stereo not given)	u
68	Cc1ccc(CSc2nnc(-n3c(=O)c(C#N)cc4c(=O)n5cc(C)ccc5nc43)s2)cc1	0.7%
69	COC(=O)c1ccc(NC(=O)Cn2cnc3c2c(=O)n(C)c(=O)n3C)cc1	0.3%
70	COc1cccc2c1cc1c(=O)n(CC(=O)N3CCN(c4cccc(C)c4C)CC3)nc(C)n12	0.0%
71	Cc1ccc(C)c(Cn2c(C3CC(=O)N(c4ccccc4C)C3)nc3ccccc32)c1 (stereo not given)	0.7%
72	Cc1ccc(C)c(N2CCN(S(=O)(=O)c3ccc4oc(=O)c5ncn(C)c5c4c3)CC2)c1	2.6%
73	CCc1nn(CC(=O)NCCCN(CC(C)C)CC(C)C)c(=O)c2cc3sc(C)cc3n12	0.0%
74	O=C(Cn1c(=O)n(Cc2ccc(C(=O)NCc3ccc4c(c3)OCO4)cc2)c(=O)c2ccccc21)Nc1cccc(Cl)c1	-0.9%
75	COCCNC(=O)CCn1c(=O)c2cc(OC)c(OC)cc2n(CC(=O)Nc2ccccc2OC)c1=O	-0.2%
76	Cc1cccc(C)c1OCC(=O)N(Cc1ccccc1F)C1CCS(=O)(=O)C1 (stereo not given)	-1.9%
77	CC1=Nc2cc(C(=O)N3CCC(C)CC3)ccc2Sc2ccc(Cl)cc21	1.0%
78	CSc1cccc(NC(=O)c2ccc3c(c2)CCCN3S(C)(=O)=O)c1	3.3%
79	CC(=O)c1ccc(NC(=O)Nc2ccc3snnc3c2)cc1	-4.1%
80	O=S(=O)(Nc1ccc(Br)cc1F)c1ccc2nc(-c3ccccc3)[nH]c2c1	4.2%
81	CCOc1ccc(C2c3cc(OCC)c(OCC)cc3CC(=O)N2c2ccc(C(=O)O)cc2)cc1OCC (stereo not given)	0.4%
82	COc1ccc(Cn2c(CCC(=O)NCc3ccc(Cl)cc3)nc3cccnc32)cc1	0.0%
83	CCc1cccc(NC(=O)CSc2nc3ccccc3nc2N2CCCCC2)c1	-1.8%
84	O=C(Cn1c(=O)n(CCc2ccccc2)c(=O)c2cccnc21)Nc1ccc(F)cc1	u
85	COc1ccc(-c2oc3ncn4nc(-c5ccccc5Cl)nc4c3c2-c2ccc(OC)cc2)cc1	-1.6%
86	CCCn1c(=O)n(-c2ccccc2Cl)c(=O)c2sc3ccccc3c21	-2.4%
87	COC(=O)c1cc2sccc2n1Cc1ccccc1	1.4%
88	Cc1ccc(NS(=O)(=O)c2ccc3c4c(cccc24)C(=O)N3)c(C)c1	0.0%
89	COc1ccc2c(c1)CCc1c(C(=O)Nc3c(C)nn(Cc4ccc(Cl)cc4)c3C)noc1-2	-0.9%
90	CCC(C(=O)NCCc1ccc(Cl)cc1)n1nc(C)c2c(C)n(-c3ccccc3)nc2c1=O (stereo not given)	-2.5%
91	Cc1cccc(NC(=O)CC2C(=O)OCCN2Cc2ccccc2)c1 (stereo not given)	-1.1%
92	COc1ccc(C)cc1-n1c(-c2ccc(C)cc2)cc2c1CC(C)(C)CC2=O	4.4%
93	COc1ccc(NC(=O)C2CCCN(S(=O)(=O)c3cccc4nonc34)C2)cc1Cl (stereo not given)	u
94	COc1ccc(CCNc2oc(COc3cccc(C)c3)nc2C#N)cc1OC	-2.5%
95	Cc1ccc(CNC(=O)C(C)n2ccc3cc(S(=O)(=O)N4CCCC4)ccc32)cc1 (stereo not given)	6.8%
96	CCCCN(C)CCCNC(=O)c1ccc2nc(N3CCCCC3)sc2c1	0.0%
97	CCCCN(c1ccccc1)S(=O)(=O)c1ccc2c(c1)CC(C)N2C(=O)C1CC1 (stereo not given)	3.5%
98	Cc1ccccc1CNC(=O)CCCn1nc(C)c2sc3ccccc3c2c1=O	-8.5%
99	CC(=O)c1cccc(NC(=O)CCc2c(C)nc3c(c(C)nn3-c3ccccc3)c2C)c1	-0.5%
100	Cc1ccc(-c2nc3ccccn3c2Nc2ccc3c(c2)OCO3)o1	-0.2%
101	CCCN1C(=O)C2(c3ccccc31)c1c(oc3ccccc3c1=O)C(=O)N2CCO (stereo not given)	0.0%
102	Cc1nn(-c2ccc(F)cc2)c(-n2cccc2)c1C(=O)N1CCCCC1C (stereo not given)	-1.5%
103	O=C(Nc1cccc2cccnc12)c1ccccc1[N+](=O)[O-]	0.0%
